Mcl1-Bid inh: Mcl-1/Bid interaction inhibition | Q07820 | TR-FRET Mcl-1/Bid-Dy647 peptide binding, 1536-well | inhibition, % at 21.7 µM | 0.97% of 220,000 active | AID 1021;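 active = compounds that cut the binding signal by more than half at the single screening dose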;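 also: His-tagged Mcl-1 with europium anti-His antibody binding Bid BH3 peptide; 0% = Mcl-1 plus peptide wells and 100% = peptide-only wells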
Target sequence (Q07820 whole entry, looked up): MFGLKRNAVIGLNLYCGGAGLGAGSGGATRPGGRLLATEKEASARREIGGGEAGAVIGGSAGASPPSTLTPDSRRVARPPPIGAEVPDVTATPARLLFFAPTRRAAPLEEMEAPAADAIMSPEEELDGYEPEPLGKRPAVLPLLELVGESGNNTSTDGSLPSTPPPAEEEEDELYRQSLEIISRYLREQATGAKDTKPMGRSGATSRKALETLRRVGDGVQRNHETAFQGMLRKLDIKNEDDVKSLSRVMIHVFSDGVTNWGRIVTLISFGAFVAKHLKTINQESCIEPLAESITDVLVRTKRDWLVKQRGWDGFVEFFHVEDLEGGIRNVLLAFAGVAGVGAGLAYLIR
Bim-Bcl-2: human Bim-Bcl-2 interaction inhibition. P10415. Bead-based flow cytometry, Bim peptide-Bcl-2 binding. inhibition, % at 10 µM. 0.06% of 190,000 active; in the data active = inhibition above about 40%; inconclusive = no clear call, values can overlap the other calls;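 also: 0% = no compound wells with probe peptide and 100% = reference peptide inhibitor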
Target sequence (P10415 whole entry, looked up): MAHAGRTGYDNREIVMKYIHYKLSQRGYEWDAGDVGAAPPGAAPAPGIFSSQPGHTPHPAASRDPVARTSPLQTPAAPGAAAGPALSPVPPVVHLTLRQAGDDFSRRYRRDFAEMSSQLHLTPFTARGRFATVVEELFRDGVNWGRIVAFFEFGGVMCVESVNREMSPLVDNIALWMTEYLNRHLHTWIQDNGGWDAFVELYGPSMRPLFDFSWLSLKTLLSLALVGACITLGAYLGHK
RGS7-Gao: human RGS7-Galphao interaction regulation. Multiplexed bead flow cytometry, RGS7-Galphao binding; actives lie on both sides. binding response (% of control), % at 10 µM. 0.35% of 220,000 active. P09471; in the data active = binding response below about 49% or above about 150%; inconclusive = no clear call, values can overlap the other calls; inactive = in between;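 also: fluorescent Galphao held in activated GDP-AlF4 state binding bead-coupled RGS7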
RGS8-Gao reg: human RGS8-Galphao interaction regulation; response (percent of control binding), % at 10 µM; 0.34% of 220,000 active; AID 1423; P09471; multiplexed bead flow cytometry, RGS8-Galphao binding; actives lie on both sides; in the data active = response below about 60% or above about 140%; inactive = in between;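 also: Galphao activated as the GDP aluminium fluoride complex binding bead-coupled RGS8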
Bim-Bfl-1: human Bim-Bfl-1 interaction inhibition. Q16548. Bead-based flow cytometry, Bim-Bfl-1 binding inhibition. inhibition, % at 10 µM. 0.12% of 190,000 active;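 also: 0% = wells without compound plus tracer and 100% = blocker peptide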
Bcl-B Bim block: disrupts Bim peptide binding to human Bcl-B | inhibition, % at 10 µM | Q9HD36 | 0.073% of 190,000 active | bead-based flow cytometry;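 also: 0% = tracer peptide without compound and 100% = reference inhibitor peptide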
Bcl-W Bim block: human Bim-Bcl-W interaction inhibition; Q92843; bead-based flow cytometry, Bim peptide-Bcl-W binding; inhibition, % at 10 µM; 0.02% of 190,000 active;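 also: 0% = bound tracer without compound and 100% = peptide blocker; higher means less fluorescent Bim peptide bound to Bcl-W beads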
Target sequence (Q92843 whole entry, looked up): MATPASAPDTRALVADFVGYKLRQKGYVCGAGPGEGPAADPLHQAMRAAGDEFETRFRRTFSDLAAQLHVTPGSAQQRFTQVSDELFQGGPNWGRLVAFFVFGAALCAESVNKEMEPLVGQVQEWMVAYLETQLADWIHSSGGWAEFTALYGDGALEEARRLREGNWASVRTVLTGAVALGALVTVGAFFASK
RGS4-Gao reg: human RGS4-Galphao interaction regulation. 0.33% of 220,000 active. Multiplexed bead flow cytometry, RGS4-Galphao binding; actives lie on both sides. P09471. binding response (% of control), % at 10 µM; in the data active = binding response below about 49% or above about 150%; inactive = in between;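 also: fluorescent Galphao activated with aluminum fluoride binding bead-coupled RGS4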
Bim-Bcl-XL: disrupts Bim peptide binding to human Bcl-XL. Q07817. bead flow cytometry, fluorescence. inhibition, % at 10 µM. 0.04% of 190,000 active
Target sequence (Q07817 whole entry, looked up): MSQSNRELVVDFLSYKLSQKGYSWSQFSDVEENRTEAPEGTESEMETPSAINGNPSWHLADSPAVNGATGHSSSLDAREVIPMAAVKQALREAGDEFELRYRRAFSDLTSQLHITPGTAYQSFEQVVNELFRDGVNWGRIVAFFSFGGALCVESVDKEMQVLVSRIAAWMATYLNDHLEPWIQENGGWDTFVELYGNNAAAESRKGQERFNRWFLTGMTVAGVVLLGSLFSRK
GSH fluor: compound fluoresces at 488/530 nm on GSH beads. fluorescence (KMESF) at 10 µM. 0.25% of 190,000 active. AID 1776. GSH beads flow cytometry, compound fluorescence 488/530 nm; hits give high values; in the data active = fluorescence above about 89;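 also: glutathione beads carrying GST-tagged Bcl family fusion proteins plus one bare bead set; values are compound well signal with DMSO vehicle wells as background; inactives centre near 16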
Bim-Mcl-1: disrupts Bim peptide binding to human Mcl-1; Q07820; Bead-based flow cytometry, Bim peptide-Mcl-1 binding; inhibition, % at 10 µM; 0.1% of 190,000 active;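 also: 0% = no compound tracer wells and 100% = peptide blocker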
* hit, by the source's call; ? = inconclusive. Rule as the data show it, unless noted: active = inhibition above about 40%. No enrichment for hits. About 1.8% of those tested had a hit in this group.

#1 CN(C)C(/C=C/Nc1ccc([N+](=O)[O-])cc1)=C(C#N)C#N
#2 CCOc1cc(/C=N/Nc2nc(=O)[nH]nc2C)ccc1O
#3 Cc1c(Cl)cccc1-c1ccc(C(=O)N2CCN(c3ccc([N+](=O)[O-])cc3)CC2)o1
#4 O=C(O)C1=C[C@@H](c2coc3ccccc3c2=O)C[C@@H](OCCCCO)O1
#5 Cc1cc2c(cc1C)[n+](C)cn2CC(O)COCc1ccccc1 (stereo not drawn)
#6 C[C@H](NC(=O)c1ccccc1Cl)C(=O)OCCOc1cccc(Cl)c1
#7 O=C(NCc1cccnc1)c1cn(-c2ccccc2)nc1-c1cccs1
#8 Cc1ccc(NC(=O)CSc2ccc(-c3ccco3)nn2)c(C)c1
#9 CC1(C(=O)OCc2cc(=O)n3cc(Br)ccc3n2)CC1(Cl)Cl (stereo not drawn)
#10 COc1ccccc1Nc1ncccc1C(=O)NCc1ccccc1

Assay by compound | 1 | 2 | 3 | 4 | 5 | 6 | 7 | 8 | 9 | 10
Mcl1-Bid inh | -9 | -53 | 1 | 8 | -29 | -5 | -6 | -22 | -3 | -29
Bim-Bcl-2 | -5 | 2 | -6 | -3 | 0 | -5 | 1 | 0 | -1 | -1
RGS7-Gao | 102 | 104 | 107 | 101 | 103 | 102 | 103 | 94 | 106 | 98
RGS8-Gao reg | 103 | 102 | 106 | 103 | 102 | 105 | 103 | 101 | 106 | 97
Bim-Bfl-1 | -10 | -1 | -12 | -7 | -1 | -2 | 0 | -2 | -2 | -1
Bcl-B Bim block | -3 | 0 | -11 | -2 | 0 | -2 | 0 | -1 | -2 | 0
Bcl-W Bim block | 0 | 1 | -1 | -1 | 2 | -13 | -1 | -1 | 0 | 0
RGS4-Gao reg | 99 | 104 | 110 | 101 | 103 | 104 | 104 | 100 | 101 | 98
Bim-Bcl-XL | -1 | 1 | -2 | -1 | 0 | -14 | -4 | -1 | 0 | 0
GSH fluor | 10 | 8 | 31 | 17 | 16 | 9 | 17 | 12 | 8 | 19
Bim-Mcl-1 | -1 | 3 | -6 | 1 | 0 | -26 | 2 | 2 | -3 | -2

#11 C=CCNC(=O)c1cccc(C(F)(F)F)c1
#12 COC(=O)c1[nH]c2ccc(F)cc2c1NS(=O)(=O)c1ccc(F)c(C)c1
#13 CCCC(=O)NC(=S)Nc1cccc(NC(=O)c2ccccc2)c1
#14 CS(=O)(=O)Nc1ccc(C2=NN(C(=O)C3CCCCC3)C(c3cccs3)C2)cc1 (stereo not drawn)
#15 CN(C)S(=O)(=O)c1cccc(NC(=S)NCc2ccc3c(c2)OCO3)c1
#16 CNC(=S)N1N=C(c2ccc(Br)cc2)CC1c1ccc(Br)cc1 (stereo not drawn)
#17 CCCOc1ccc(C(=O)NCc2ccco2)cc1
#18 CCN(CC(=O)Nc1ccc(NC(C)=O)cc1)C(=O)C(c1ccccc1)c1ccccc1
#19 O=C(C1CCC(=O)N1C1CCCCC1)N1CCN(c2ccc(F)cc2)CC1 (stereo not drawn)
#20 CSCCC(NC(=O)c1cncc(Br)c1)C(=O)O (stereo not drawn)

Assay by compound | 11 | 12 | 13 | 14 | 15 | 16 | 17 | 18 | 19 | 20
Mcl1-Bid inh | -14 | -1 | -43 | 11 | -33 | -29 | -48 | -51 | -8 | -44
Bim-Bcl-2 | -10 | -3 | 0 | 0 | 3 | -6 | 0 | -12 | 8 | -6
RGS7-Gao | 101 | 97 | 102 | 103 | 96 | 104 | 103 | 106 | 103 | 119
RGS8-Gao reg | 101 | 101 | 105 | 99 | 104 | 97 | 104 | 102 | 113 | 99
Bim-Bfl-1 | -22 | -3 | -1 | -3 | -3 | -13 | -1 | -14 | 6 | -3
Bcl-B Bim block | -9 | -5 | -7 | -5 | -6 | -7 | 1 | -11 | 6 | -3
Bcl-W Bim block | -3 | -7 | 0 | -1 | 0 | 1 | -2 | -6 | -4 | -2
RGS4-Gao reg | 100 | 101 | 104 | 106 | 102 | 98 | 103 | 106 | 105 | 133
Bim-Bcl-XL | -8 | -3 | 0 | -3 | 0 | -2 | -3 | -5 | 0 | -2
GSH fluor | 23 | 25 | 21 | 10 | 13 | 23 | 11 | 17 | 17 | 27
Bim-Mcl-1 | -3 | -2 | 0 | -2 | -1 | 0 | -2 | -7 | 0 | -6

#21 COc1cccc2cc(C(C)N(CCCN3CCOCC3)C(=O)Nc3ccc(Cl)cc3)oc12 (stereo not drawn)
#22 Nc1nnc(Sc2ccc(Cl)cc2[N+](=O)[O-])s1
#23 COc1ccc(-c2nnc(SCC(=O)N(Cc3ccccc3)C(C)(C)C)o2)cc1OC
#24 COC(=O)c1ccc(NC(=O)CN2C(=O)CSC2=O)cc1
#25 Cc1cccc(NC(=O)Cn2c(=O)n(Cc3ccco3)c(=N)c3c4c(sc32)COC(C)(C)C4)c1
#26 Cc1cc2cc3c(cc2nc1SCc1ccccn1)OCCO3
#27 COc1ccc(Nc2oc(-c3cccs3)nc2C#N)cc1
#28 O=C1c2cccc3cccc(c23)C(=O)N1CCCN1CCN(c2ccc(F)cc2)CC1
#29 O=C(CSc1nc(-c2ccc(F)cc2)cc(C(F)(F)F)n1)NCCN1CCOCC1
#30 Cn1c(SCC(=O)c2ccc3c(c2)OCO3)nnc1-c1ccccn1

Assay by compound | 21 | 22 | 23 | 24 | 25 | 26 | 27 | 28 | 29 | 30
Mcl1-Bid inh | -8 | -28 | 0 | -11 | -32 | 18 | -28 | -33 | -8 | 21
Bim-Bcl-2 | -10 | 0 | -3 | -7 | -5 | 0 | -5 | -1 | 3 | -2
RGS7-Gao | 102 | 98 | 103 | 106 | 94 | 101 | 102 | 100 | 100 | 104
RGS8-Gao reg | 97 | 93 | 103 | 100 | 100 | 92 | 102 | 102 | 103 | 97
Bim-Bfl-1 | -27 | 0 | -4 | -8 | 0 | -5 | -2 | -4 | 0 | -2
Bcl-B Bim block | -10 | -1 | -4 | -5 | -2 | -2 | -4 | -4 | 3 | -2
Bcl-W Bim block | -4 | -4 | -3 | 0 | -2 | 0 | -3 | -2 | 0 | 0
RGS4-Gao reg | 98 | 99 | 104 | 103 | 100 | 88 | 103 | 99 | 100 | 102
Bim-Bcl-XL | -8 | -7 | -5 | -4 | 0 | -1 | -3 | 0 | -1 | 0
GSH fluor | 31 | 14 | 7 | 28 | 9 | 9 | 10 | 9 | 27 | 17
Bim-Mcl-1 | -8 | -5 | -1 | -1 | 0 | 2 | -4 | -3 | 0 | -3

#31 CN(Cc1cccc2ccccc12)C(=O)c1cc(COc2c(F)cccc2F)on1
#32 COc1cc(/C=C2\SC(=S)N(CC(=O)NC3=NCCS3)C2=O)cc(OC)c1OC
#33 CC(C)CNC(=O)c1nc(-c2ccccc2)n(-c2ccccc2)n1
#34 c1csc(CNc2nc3ccccc3n2CCN2CCOCC2)c1
#35 COc1ccc(Cl)cc1NC(=O)CSc1nnc(COc2ccccc2)n1C
#36 Cc1cccc2sc(NC(=O)CNS(=O)(=O)c3ccc(Br)s3)nc12
#37 O=C1c2ccccc2C(=O)N1CSc1nnnn1-c1ccccc1
#38 Cc1cccc2cc(C#N)c(SCC(=O)NCc3cccs3)nc12
#39 COc1cccc(N2C(=O)C3C(C2=O)C2C=CC3C23CC3)c1 (stereo not drawn)
#40 O=C1NC(=O)C2C1C(c1cccs1)NN2Cc1ccccc1 (stereo not drawn)

Assay by compound | 31 | 32 | 33 | 34 | 35 | 36 | 37 | 38 | 39 | 40
Mcl1-Bid inh | -11 | 0 | -2 | -10 | 3 | -24 | -35 | -42 | -10 | -35
Bim-Bcl-2 | -4 | -4 | -15 | -2 | -14 | -2 | -1 | -6 | -2 | -4
RGS7-Gao | 99 | 98 | 98 | 119 | 99 | 100 | 89 | 97 | 97 | ?
RGS8-Gao reg | 103 | 99 | 97 | 122 | 100 | 100 | 101 | 103 | 100 | 99
Bim-Bfl-1 | -3 | -3 | -14 | -2 | -21 | -1 | -5 | -1 | -4 | -6
Bcl-B Bim block | -1 | -7 | 2 | 2 | -12 | -1 | -3 | -7 | 0 | -3
Bcl-W Bim block | 0 | -5 | 18 | 0 | -5 | -2 | 2 | -6 | 0 | 0
RGS4-Gao reg | 101 | 96 | 99 | 119 | 101 | 102 | 94 | 99 | 97 | 98
Bim-Bcl-XL | -1 | -3 | 9 | -5 | -9 | 0 | -7 | -6 | 1 | 0
GSH fluor | 16 | 10 | 17 | 51 | 37 | 18 | 40 | 9 | 46 | 16
Bim-Mcl-1 | -3 | 0 | -1 | 6 | -7 | -2 | 0 | -6 | 1 | -4

Some of these compounds in order of number of heavy atoms, high to low:
#31 CN(Cc1cccc2ccccc12)C(=O)c1cc(COc2c(F)cccc2F)on1
#32 COc1cc(/C=C2\SC(=S)N(CC(=O)NC3=NCCS3)C2=O)cc(OC)c1OC
#35 COc1ccc(Cl)cc1NC(=O)CSc1nnc(COc2ccccc2)n1C
#36 Cc1cccc2sc(NC(=O)CNS(=O)(=O)c3ccc(Br)s3)nc12
#40 O=C1NC(=O)C2C1C(c1cccs1)NN2Cc1ccccc1 (stereo not drawn)

Assay by compound | 31 | 32 | 35 | 36 | 40
Mcl1-Bid inh | -11 | 0 | 3 | -24 | -35
Bim-Bcl-2 | -4 | -4 | -14 | -2 | -4
RGS7-Gao | 99 | 98 | 99 | 100 | ?
RGS8-Gao reg | 103 | 99 | 100 | 100 | 99
Bim-Bfl-1 | -3 | -3 | -21 | -1 | -6
Bcl-B Bim block | -1 | -7 | -12 | -1 | -3
Bcl-W Bim block | 0 | -5 | -5 | -2 | 0
RGS4-Gao reg | 101 | 96 | 101 | 102 | 98
Bim-Bcl-XL | -1 | -3 | -9 | 0 | 0
GSH fluor | 16 | 10 | 37 | 18 | 16
Bim-Mcl-1 | -3 | 0 | -7 | -2 | -4

(list continues)
#41 CC1(C)CN(c2cccc(Br)c2)C1=O
#42 CCOc1ccc(N(CC(=O)N/N=C/c2cccnc2)S(C)(=O)=O)cc1
#43 Cc1nn(C)cc1-c1n[nH]c(=S)n1-c1ccc(F)cc1
#44 CN(C)S(=O)(=O)c1ccc(C(=O)NC2CCCc3ccccc32)cc1 (stereo not drawn)
#45 CC1(C)C(c2cccs2)=[N+]([O-])C2(CCCCC/C2=N\NC(N)=O)N1O (stereo not drawn)
#46 O=C(NCCCn1ccnc1)/C(=C\c1cccs1)NC(=O)c1ccccc1
#47 CCN(CC)c1ccc(/C=N/O)cc1
#48 Cc1cc(=O)[nH]c(SCCCOc2ccc3c(c2)CCC3)n1
#49 CCN(CC)S(=O)(=O)c1ccc(Cl)c(NC(=O)c2cc(Cl)ccc2Cl)c1

Assay by compound | 41 | 42 | 43 | 44 | 45 | 46 | 47 | 48 | 49
Mcl1-Bid inh | 7 | -26 | -69 | 9 | -28 | 10 | -18 | -43 | -1
Bim-Bcl-2 | 3 | -2 | 0 | -4 | -13 | -7 | -3 | -2 | 2
RGS7-Gao | 102 | 105 | 104 | 102 | 89 | 89 | ? | 88 | 102
RGS8-Gao reg | 81 | 107 | 102 | 103 | 93 | 95 | 103 | 86 | 103
Bim-Bfl-1 | 6 | -5 | 0 | -4 | -18 | -15 | -3 | -2 | 6
Bcl-B Bim block | 3 | -4 | -11 | -4 | -12 | -14 | -7 | -3 | 1
Bcl-W Bim block | 0 | 0 | 0 | -2 | -2 | -6 | 1 | -2 | -4
RGS4-Gao reg | 98 | 101 | 100 | 103 | 91 | 90 | 105 | 94 | 99
Bim-Bcl-XL | -2 | -2 | -4 | -2 | -8 | -11 | 0 | -5 | -6
GSH fluor | 10 | 11 | 8 | 14 | 23 | 18 | 14 | 12 | 18
Bim-Mcl-1 | 0 | -1 | -1 | -1 | -6 | -4 | -1 | -3 | 6

Single values from the entries so far.
GSH fluor result of #48 → 12
RGS8-Gao reg result of #45 → 93
Bim-Bfl-1 result of #42 → -5
GSH fluor result of #43 → 8
